Screening results as filed in PubChem BioAssay.
M5 PAM: human M5 muscarinic receptor positive allosteric modulators, primary screen, CHO-K1 cells, Fluo-8 calcium fluorescence. Muscarinic acetylcholine receptor M5 (Homo sapiens), P08912. activation, % at 3 µM. CHO-K1 hM5, ACh EC20 PAM; 0% = ACh EC20, 100% = ACh EC100. 0.3% of 360,000 active. AID 624038, 2012;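 active = activation above the run cutoff, the mean activation of all test compounds plus 3 SD, cut at about 18% in these data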
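Replicates: One well per compound, no replicates | System: Human M5 receptor in CHO-K1 cells | Benchmarks: Low control EC20 acetylcholine (0%), high control EC100 acetylcholine (100%) | Probe or stimulus: Acetylcholine, EC20 level | Times: Fluo-8 loading 80 min at 37 °C plus 30 min room temperature | Signal: Intracellular calcium via Fluo-8 fluorescence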
CHRM4 PAM: human M4 muscarinic receptor positive allosteric modulators, primary screen, CHO-K1 cells, Fluo-8 calcium fluorescence. 0.4% of 360,000 active. Muscarinic acetylcholine receptor M4 (Homo sapiens), P08173. activation, % at 3 µM. CHO-K1 hM4/Gqi5, ACh EC20; 0% = ACh EC20, 100% = maximal ACh;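 active = activation above its plate's cutoff, the mean activation of sample wells plus 3 SD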; note: some results filed as inactive read as strong as hits
Target sequence (P08173 whole entry, looked up): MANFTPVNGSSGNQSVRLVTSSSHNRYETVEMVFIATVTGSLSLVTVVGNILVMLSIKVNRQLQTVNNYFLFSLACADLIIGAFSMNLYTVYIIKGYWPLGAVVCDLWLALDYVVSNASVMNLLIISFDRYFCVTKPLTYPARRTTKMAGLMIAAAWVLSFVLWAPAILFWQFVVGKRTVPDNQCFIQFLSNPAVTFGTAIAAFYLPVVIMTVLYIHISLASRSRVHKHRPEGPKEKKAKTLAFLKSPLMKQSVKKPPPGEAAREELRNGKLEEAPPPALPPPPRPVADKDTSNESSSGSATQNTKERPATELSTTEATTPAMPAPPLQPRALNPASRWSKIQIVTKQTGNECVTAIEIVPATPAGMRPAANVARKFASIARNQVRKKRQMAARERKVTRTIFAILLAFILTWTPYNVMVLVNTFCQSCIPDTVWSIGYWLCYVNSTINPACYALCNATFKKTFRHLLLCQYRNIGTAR
M1 antag: human M1 muscarinic receptor antagonists, primary screen, CHO-K1 cells, Fluo-8 calcium fluorescence, 1536-well | CHO-K1 hM1, ACh EC80 antagonist | inhibition, % at 3 µM | 1.3% of 360,000 active | AID 588852, 2011;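 active = percent inhibition above its own plate's cutoff, namely the mean of that plate's compound wells plus 3 SD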;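 note: peak over basal fluorescence ratio during 140 s after agonist addition; 0% = ACh EC80 plus DMSO and 100% = DMSO alone without agonist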
Target sequence (P11229 whole entry, looked up): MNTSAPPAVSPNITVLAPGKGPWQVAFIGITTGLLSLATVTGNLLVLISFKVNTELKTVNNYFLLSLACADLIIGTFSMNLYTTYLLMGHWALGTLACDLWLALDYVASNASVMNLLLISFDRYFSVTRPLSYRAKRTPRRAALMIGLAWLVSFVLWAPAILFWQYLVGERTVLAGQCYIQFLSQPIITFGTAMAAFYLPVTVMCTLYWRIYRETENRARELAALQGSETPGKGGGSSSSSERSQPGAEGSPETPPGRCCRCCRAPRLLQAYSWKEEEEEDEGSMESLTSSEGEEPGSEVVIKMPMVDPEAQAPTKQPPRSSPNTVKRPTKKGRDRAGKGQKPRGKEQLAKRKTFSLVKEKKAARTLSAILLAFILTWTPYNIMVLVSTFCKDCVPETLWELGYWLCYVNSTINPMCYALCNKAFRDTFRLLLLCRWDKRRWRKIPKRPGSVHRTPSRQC
M4 ag: human M4 muscarinic receptor agonists, primary screen, CHO-K1 cells, Fluo-8 calcium fluorescence; AID 624127, 2012; activation, % at 3 µM; CHO-K1 hM4/Gqi5; vehicle 0%, full acetylcholine response 100%; 0.14% of 360,000 active; Muscarinic acetylcholine receptor M4 (Homo sapiens), P08173;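 active = activation above the run mean over all test wells plus 3 SD, cut at about 32% in these data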;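 note: peak over basal fluorescence ratio per well then scaled between controls; 0% = DMSO wells and 100% = acetylcholine at EC100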
M5 antag: human M5 muscarinic receptor antagonists, primary screen, CHO cells, Fluo-8 calcium fluorescence. Muscarinic acetylcholine receptor M5 (Homo sapiens), P08912. CHO-hM5 cells, ACh EC80. inhibition, % at 3 µM. 0.59% of 360,000 active. AID 624040, 2012;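 active = inhibition above a per-plate cutoff, the mean of that plate's test compounds plus 3 SD, cut at about 27% in these data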;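 note: 0% = acetylcholine EC80 with DMSO and 100% = DMSO without agonist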
M1 PAM: human M1 muscarinic receptor positive allosteric modulators, primary screen, CHO-K1 cells, Fluo-8 calcium fluorescence, 1536-well; Muscarinic acetylcholine receptor M1 (Homo sapiens), P11229; CHO-K1 hM1, ACh EC20; 0% = ACh EC20, 100% = maximal ACh; activation, % at 3 µM; 0.088% of 360,000 active; in the data active = activation above about 19%, passing the limit was not always enough
M5 ag: human M5 muscarinic receptor agonists, primary screen, CHO-K1 cells, Fluo-8 calcium fluorescence; activation, % at 3 µM; 0.19% of 360,000 active; Muscarinic acetylcholine receptor M5 (Homo sapiens), P08912; CHO-K1 hM5 cells; 0% DMSO wells, 100% maximal acetylcholine response;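 active = activation above the run's mean over test compounds plus 3 SD, cut at about 23% in these data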;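 note: signal is peak over basal fluorescence ratio across the kinetic read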
CRFR2-BP ag: agonists of CRF-BP/CRF-R2 complex, primary screen, cell-based, HEK293, calcium dye fluorescence, uHTS; calcium dye fluorescence (FLIPR); percent of saturating CRF peptide response; activation, % at 13.2 µM; 0.46% of 350,000 active;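 active = activation of at least 50%, plus an integration ratio under a set limit after plate pattern correction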;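 note: plate controls were neutral control wells without compound for no effect and CRF at EC100 for full effect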
CHRM4 antagonist: human M4 muscarinic receptor antagonists, primary screen, CHO cells, Fluo-8 calcium fluorescence. Muscarinic acetylcholine receptor M4 (Homo sapiens), P08173. CHO-hM4 cells, ACh EC80. inhibition, % at 3 µM. 0.73% of 360,000 active. AID 624125, 2012;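 active = inhibition above its plate's cutoff, the mean inhibition of sample wells plus 3 SD, cut at about 27% in these data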;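 note: 0% = acetylcholine EC80 with DMSO and 100% = DMSO without agonist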
* = called active by the depositor; . = no result given.

A first look, 16 compounds:
item	M5 PAM	CHRM4 PAM	M1 antag	M4 ag	M5 antag	M1 PAM	M5 ag	CRFR2-BP ag	CHRM4 antagonist	canonical_smiles
1	-4	13	-8	0	4	13	-6	1.4	-7	Cc1ccc(NC(=O)c2cc(-n3cnnc3)ccc2Cl)c(C)c1
2	-8	10	-6	-1	4	3	-13	-2.7	-7	O=C(Nc1ccccc1Cl)c1c(F)c(F)c(F)c(F)c1F
3	6	7	-12	0	1	9	-4	0.8	5	COc1ccc(NC(=O)N2CCN(C(=O)c3ccco3)CC2)c(OC)c1
4	1	5	-9	1	2	10	0	-0.5	3	COc1ccc2c(CC(=O)NCC3CCC(C(=O)O)CC3)cc(=O)oc2c1 (stereo not drawn)
5	-3	26	-32	1	-6	10	1	1.7	4	C=CCNc1nc(NCCN2CCOCC2)nc(OC)n1
6	-2	6	1	2	-3	9	0	-0.5	-3	COc1ccccc1NC(=O)NS(=O)(=O)c1ccc(C)cc1
7	-9	-6	9	8	15	-6	0	0.3	-4	COc1cccc(-n2c(N)c(C(=O)Nc3c(C)n(C)n(-c4ccccc4)c3=O)c3nc4ccccc4nc32)c1
8	-2	0	-12	1	4	3	-4	0.5	-8	CCOc1cc(S(=O)(=O)Nc2ccc(Cl)cn2)ccc1Cl
9	-13	-11	6	3	10	3	-2	7.6	5	COc1ccc(CNCC(O)(c2ccc(Cl)cc2)c2ccc(Cl)cc2)cc1
10	0	-2	-1	0	2	1	3	.	3	CC(C)C[C@H]1CNC(=S)N1C[C@H]1CCCN1C[C@H](Cc1ccccc1)N1C[C@H](Cc2ccc(O)cc2)N(CCc2ccccc2)C1=S
11	2	16	-10	0	-2	15	-5	-1.5	-7	O=C(NC1CCCc2ccccc21)c1ccccc1 (stereo not drawn)
12	0	2	7	0	5	0	0	0.0	1	Cc1cccc(-n2c(C)nc3ccsc3c2=O)c1
13	-13	-14	-13	0	5	-7	-6	6.1	24	Cc1ccc(S(=O)(=O)N2CCN(C3CCN(Cc4ccccc4)CC3)CC2)cc1
14	-11	-2	5	1	9	0	0	-3.3	5	COc1cc(OC)cc(-c2cc3cc(F)ccc3cn2)c1
15	3	1	10	0	3	5	5	-0.3	2	CCOc1cc(C(=O)N(C)CC(=O)Nc2cccc(F)c2)ccc1OCC(=O)N1CCOCC1
16	-3	-4	4	1	-3	-2	0	-0.6	-8	Cc1cc(C)c(S(=O)(=O)N(C)Cc2cnn(C)c2)c(C)c1

Main list, from the first entry:
item	M5 PAM	CHRM4 PAM	M1 antag	M4 ag	M5 antag	M1 PAM	M5 ag	CRFR2-BP ag	CHRM4 antagonist	canonical_smiles
1	-4	13	-8	0	4	13	-6	1.4	-7	Cc1ccc(NC(=O)c2cc(-n3cnnc3)ccc2Cl)c(C)c1
2	-8	10	-6	-1	4	3	-13	-2.7	-7	O=C(Nc1ccccc1Cl)c1c(F)c(F)c(F)c(F)c1F
3	6	7	-12	0	1	9	-4	0.8	5	COc1ccc(NC(=O)N2CCN(C(=O)c3ccco3)CC2)c(OC)c1
4	1	5	-9	1	2	10	0	-0.5	3	COc1ccc2c(CC(=O)NCC3CCC(C(=O)O)CC3)cc(=O)oc2c1 (stereo not drawn)
5	-3	26	-32	1	-6	10	1	1.7	4	C=CCNc1nc(NCCN2CCOCC2)nc(OC)n1
6	-2	6	1	2	-3	9	0	-0.5	-3	COc1ccccc1NC(=O)NS(=O)(=O)c1ccc(C)cc1
7	-9	-6	9	8	15	-6	0	0.3	-4	COc1cccc(-n2c(N)c(C(=O)Nc3c(C)n(C)n(-c4ccccc4)c3=O)c3nc4ccccc4nc32)c1
8	-2	0	-12	1	4	3	-4	0.5	-8	CCOc1cc(S(=O)(=O)Nc2ccc(Cl)cn2)ccc1Cl
9	-13	-11	6	3	10	3	-2	7.6	5	COc1ccc(CNCC(O)(c2ccc(Cl)cc2)c2ccc(Cl)cc2)cc1
10	0	-2	-1	0	2	1	3	.	3	CC(C)C[C@H]1CNC(=S)N1C[C@H]1CCCN1C[C@H](Cc1ccccc1)N1C[C@H](Cc2ccc(O)cc2)N(CCc2ccccc2)C1=S
11	2	16	-10	0	-2	15	-5	-1.5	-7	O=C(NC1CCCc2ccccc21)c1ccccc1 (stereo not drawn)
12	0	2	7	0	5	0	0	0.0	1	Cc1cccc(-n2c(C)nc3ccsc3c2=O)c1
13	-13	-14	-13	0	5	-7	-6	6.1	24	Cc1ccc(S(=O)(=O)N2CCN(C3CCN(Cc4ccccc4)CC3)CC2)cc1
14	-11	-2	5	1	9	0	0	-3.3	5	COc1cc(OC)cc(-c2cc3cc(F)ccc3cn2)c1
15	3	1	10	0	3	5	5	-0.3	2	CCOc1cc(C(=O)N(C)CC(=O)Nc2cccc(F)c2)ccc1OCC(=O)N1CCOCC1
16	-3	-4	4	1	-3	-2	0	-0.6	-8	Cc1cc(C)c(S(=O)(=O)N(C)Cc2cnn(C)c2)c(C)c1
17	2	-6	-15	0	12	9	-5	-1.2	0	CN(C)/C=N/c1nc(Sc2ccc(C(F)(F)F)cc2[N+](=O)[O-])n[nH]1
18	8	1	-8	1	3	14	2	-3.0	-7	CNC(=O)NC(=O)C(C)Oc1ccccc1F (stereo not drawn)
19	1	-5	-22	1	11	12	-4	0.6	4	CCOC(=O)C1CCN(C(=O)CCC2CCCC2)CC1
20	-2	0	-8	2	6	9	-2	-0.4	5	Cc1cccc(C)c1NC(=O)CS(=O)CC(=O)Nc1ccc(N2CCOCC2)cc1 (stereo not drawn)
21	1	-2	-7	1	3	6	1	0.3	-1	CCC1C(C#N)=C(SCC(N)=O)NC2=C1C(=O)CC(C)(C)C2 (stereo not drawn)
22	3	-3	-4	0	-8	11	-2	-0.5	10	CCc1ccc2[nH]c(=O)c(C(c3nnnn3CC3CCCO3)N3CCCc4ccccc43)cc2c1 (stereo not drawn)
23	7	3	-3	0	2	-10	2	-2.5	2	CC(NC(=O)c1ccc(NC(=O)CC2SC(N3CCCC3)=NC2=O)cc1)c1ccccc1 (stereo not drawn)
24	0	1	-5	1	1	5	0	8.3	4	O=C(CSc1nc2ccccc2s1)Nn1cnnc1
25	-2	-2	2	7	2	-2	-1	1.5	-2	O=C(CSc1nnc(-c2ccccc2)n1Cc1ccco1)Nc1ccc(S(=O)(=O)N2CCCC2)cc1

(next part)
item	M5 PAM	CHRM4 PAM	M1 antag	M4 ag	M5 antag	M1 PAM	M5 ag	CRFR2-BP ag	CHRM4 antagonist	canonical_smiles
26	6	4	-19	0	2	16	-1	2.0	-2	COCCCNC(=O)CCn1c(=O)c2ccccc2n(CC(=O)NCCc2ccc(OC)c(OC)c2)c1=O
27	-4	-4	-4	17	-1	0	5	4.6	-16	O=C(Cc1ccccc1F)Nc1ccc(S(=O)(=O)N2CCCCC2)cc1
28	-3	0	-4	2	-3	1	-3	-1.1	-6	O=C(c1cc2cc(F)ccc2[nH]1)N1CCc2ccccc2C1
29	4	9	-10	2	-4	5	2	0.3	5	COc1ccccc1CCNC(=O)c1cnccn1
30	-1	1	-15	0	7	11	-5	-1.9	-9	COCCCNC(=O)c1ccc(CS(=O)(=O)c2cccc(C(F)(F)F)c2)o1
31	-5	1	2	0	4	-4	-1	-0.7	3	COC(=O)Nc1ccccc1C(=O)N1CCCCC1
32	2	15	5	0	-5	2	0	-4.0	4	CC(C)(C)NC(=O)C1Cc2ccccc2CN1C(=O)Nc1cccc(Cl)c1 (stereo not drawn)
33	-14	-22	10	-1	9	-9	-15	0.5	6	O=c1cc2c(nn1Cc1cccc([N+](=O)[O-])c1)-c1ccccc1CC2
34	-9	-11	5	8	2	-11	-3	1.1	-3	COc1cccc(NC(=O)CSc2c3c(nc4ccccc24)CCCC3)c1
35	0	-2	7	1	4	-2	2	-1.2	-10	O=C(CCc1nnc2ccc(N3CCCC3)nn12)Nc1cc(F)ccc1F
36	-13	1	3	1	7	4	-5	0.3	18	O=C(O)c1ccc(NCc2ccc3c(c2)OCO3)cc1
37	0	8	2	1	0	7	-2	-0.3	-12	CC1(C(=O)OCC(=O)Nc2ncc(Cl)cc2Cl)CC1(Cl)Cl (stereo not drawn)
38	2	5	-4	1	-1	1	2	-0.5	-1	CC1CN(Cc2ccc(C#N)cc2Cl)CC(C)O1 (stereo not drawn)
39	8	10	-2	-2	-9	3	-5	-0.1	-16	CC(C)C(=O)Nc1ccc2c3c(cccc13)CC2
40	-8	6	-15	2	7	8	-4	-0.2	-9	CC(C)(C)SCCNC(=O)/C=C/c1ccc(F)cc1
41	1	5	-1	1	4	4	2	-1.3	7	COCCn1ccc2c(OCC(=O)NCc3ccccc3)cccc2c1=O
42	12	3	-6	1	-9	7	2	-1.8	3	COC(=O)c1sc(S(=O)(=O)NCC(=O)O)c(C(=O)OC)c1C
43	3	3	14	2	4	-3	-4	-0.4	4	NC(=O)CSc1oc(-c2ccco2)nc1S(=O)(=O)c1ccccc1
44	0	1	-9	1	10	5	2	-0.9	-14	N#C/C(=C\c1cccnc1)C(=O)Nc1ccc(C(=O)O)cc1
45	-6	-2	10	-1	0	4	-1	-3.0	3	Cc1ccc(Oc2ccc(C=O)cn2)cc1
46	6	6	-12	0	-6	10	0	-1.2	6	COc1ccc(NC(=O)CSc2nc(C)cs2)cc1OC
47	-1	1	0	5	-3	3	3	-1.0	-9	CCOc1ccc(S(=O)(=O)N2CCN(C(=S)NC3CC3)CC2)cc1
48	10	5	-7	1	-5	14	-1	-3.6	2	COC(=O)c1c(NS(=O)(=O)c2ccc(C)cc2)sc2c1CCC(C)C2 (stereo not drawn)
49	-5	1	9	1	6	-7	-3	-0.7	-2	CCCCN(CCCNC(=O)Cn1ncc2ccsc2c1=O)Cc1ccccc1
50	4	13	-3	0	-8	6	0	-0.3	9	c1ccc(-n2nnnc2Oc2cccc3cccnc23)cc1

Next section.
item	M5 PAM	CHRM4 PAM	M1 antag	M4 ag	M5 antag	M1 PAM	M5 ag	CRFR2-BP ag	CHRM4 antagonist	canonical_smiles
51	2	-3	-13	1	11	15	-5	0.0	-2	COCCn1c(SCC(=O)N2CCCCCC2)nnc1-c1ccco1
52	-3	5	-17	2	2	5	-2	0.5	-9	C/C(=N\NC(=O)CNC(=O)c1ccccc1Br)c1ccco1
53	-8	0	-1	3	8	0	-3	0.1	18	Cc1ccc(C(=O)NC(NC(=S)Nc2ccc(S(N)(=O)=O)cc2)C(Cl)(Cl)Cl)cc1 (stereo not drawn)
54	-1	-3	-6	1	17	2	-4	1.3	9	COc1ccccc1OCC(=O)N1CCN(C(=O)c2ccco2)CC1
55	5	-14	-11	0	10	8	0	-1.2	7	COCCCNC(=O)C1CCN(c2ccc(N3CCOCC3)nn2)CC1
56	-2	1	3	-3	-2	4	-6	5.2	2	CCOc1nc(-c2ccc(Cl)cc2Cl)ccc1C#N
57	-1	-2	0	2	-13	0	2	0.8	-3	C/C(=N/NC(=O)c1cc2ccccc2cc1O)c1ccco1
